Screening results from PubChem.
AddAB inh: growth inhibition of E. coli expressing H. pylori AddAB, primary screen, AddAB inhibitor project, absorbance. actives 0.29% (n = 330,000). inhibition, % at 11.9 µM; in the data active means inhibition above about 12%;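 further: 0% = vehicle wells of infected cells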
PfHsp90 set2: growth inhibition of PfHsp90-expressing yeast, primary screen, antimalarial PfHsp90 inhibitor project, S. cerevisiae, BacTiter-Glo luminescence, single point, set 2 | actives 0.32% (n = 310,000) | inhibition, % at 9.4 µM | BacTiter-Glo ATP, 48 h; yeast lacking PDR1 and PDR3 efflux regulators;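 active means every replicate shows inhibition above about 80%, whatever the replicate mean, limit read from the data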;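 further: 0% = DMSO neutral controls and 100% = 20 µM radicicol positive controls; yeast relying on Plasmodium falciparum Hsp90 in place of its own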
PKA-R1A activ: activators of PKA-R1A holoenzyme, primary screen, biochemical, fluorescence polarization, Cy5-IP20, bovine R1A, mouse PKAc; PKA-R1A dissociation; scaled: DMSO 0%, 113 µM cGMP 100%; actives 0.083% (n = 340,000); activation, % at 11.4 µM; cAMP-dependent protein kinase type I-alpha regulatory subunit (Bos taurus) + …;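 active means percent activation above the mean of all tested compounds plus 3 SD, cut at about 19% in these data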;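 further: higher means more PKAc released from R1A so a rise in polarization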
Mot1-301 SUMO: yeast Mot1-301 growth rescue at high temperature, primary screen, SUMOylation pathway inhibitor project, S. cerevisiae, ATP luminescence, 38.5C; growth rescue, % at 18.8 µM; S. cerevisiae Mot1-301 growth rescue; percent above DMSO median, 100 means doubled; actives 1% (n = 320,000);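 active means every valid replicate shows activation above 250% relative to neutral control wells; inactive means the rest, any valid replicate at or below 250%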;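 further: OY570 slx delta 5 strain wells were the positive control but not used for scaling; some compounds called inactive have numbers as strong as hits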
Arrestin-AP2 inh: inhibitors of beta-arrestin/AP2 binding, primary screen, biochemical, GPCR trafficking, flow cytometry | FITC-arrestin peptide / GST-AP2 beads; AP2 beta2 appendage carries R879A mutation | inhibition, % at 10 µM | actives 0.31% (n = 340,000);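 active means inhibition above a set limit, near 3 SD of compounds lacking own fluorescence, cut at about 54% in these data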;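 further: plate controls were DMSO wells for no effect and 5 µM unlabelled arrestin peptide for full effect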
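System: GST-tagged AP2 beta2-adaptin appendage (R879A) on 4 µm glutathione beads / Reagent: FITC-arrestin peptide, 50 nM / Detection: HyperCyt-sampled flow cytometry, FL1 channel, ex 488/em 535 nm / Timing: 12 min plus 1 h, RT / Buffer or medium: PBS plus Tween 20 (0.05%) and BSA (0.1%)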
phage Ecoli inh: growth loss of phage-infected E. coli, primary screen, RecBCD inhibitor project, absorbance, with phage, HTS; inhibition, % at 11.9 µM; actives 0.26% (n = 360,000); AID 651602, 2012; in the data active means inhibition above about 11%
OPRM1-OPRD1 inv: inverse agonists of MOR-DOR heterodimerization, primary screen, cell-based, luminescence | Mu-type opioid receptor (Homo sapiens) + Delta-type opioid receptor (Homo sapiens), … | cell-based MOR-DOR heterodimer luminescence, inverse agonism | inhibition, % at 9.3 µM | actives 0.21% (n = 340,000); in the data active means inhibition above about 22%, passing the limit was not always enough;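 further: 0% = cells with DMSO and 100% = wells without cells with DMSO; values of inactives mirror those of a sister screen read the other way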
Target sequence (P35372 whole entry, looked up): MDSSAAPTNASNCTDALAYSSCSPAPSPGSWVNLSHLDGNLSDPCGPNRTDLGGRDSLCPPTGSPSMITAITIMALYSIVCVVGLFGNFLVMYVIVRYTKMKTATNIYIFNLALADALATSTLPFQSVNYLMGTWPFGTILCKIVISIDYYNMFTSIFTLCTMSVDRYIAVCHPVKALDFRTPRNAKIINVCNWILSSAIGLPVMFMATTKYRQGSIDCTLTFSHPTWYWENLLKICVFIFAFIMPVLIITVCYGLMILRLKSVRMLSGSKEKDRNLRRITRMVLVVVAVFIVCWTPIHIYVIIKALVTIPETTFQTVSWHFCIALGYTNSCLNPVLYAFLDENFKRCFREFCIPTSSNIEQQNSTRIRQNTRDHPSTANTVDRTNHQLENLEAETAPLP
Target sequence (P41143 whole entry, looked up): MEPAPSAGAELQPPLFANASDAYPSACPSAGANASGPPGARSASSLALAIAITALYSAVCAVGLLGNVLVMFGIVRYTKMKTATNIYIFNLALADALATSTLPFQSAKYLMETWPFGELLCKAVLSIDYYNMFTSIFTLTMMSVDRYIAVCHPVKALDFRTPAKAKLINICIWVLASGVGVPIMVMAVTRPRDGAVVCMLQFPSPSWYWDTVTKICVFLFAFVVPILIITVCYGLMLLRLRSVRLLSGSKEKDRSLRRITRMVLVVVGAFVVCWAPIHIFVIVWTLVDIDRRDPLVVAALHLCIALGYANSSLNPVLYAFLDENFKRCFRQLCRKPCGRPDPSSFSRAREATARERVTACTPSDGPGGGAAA
Ecoli viability: E. coli V3065 growth inhibition, primary screen, counter-screen for AddAB inhibitor project, absorbance, OD600; 18 h; inhibition, % at 11.9 µM; actives 0.27% (n = 330,000); AID 449728, 2010;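 active means inhibition above the campaign's mean inhibition across all tested compounds plus 3 SD, cut at about 9.9% in these data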;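 further: uninfected addAB+ strain grown without phage in ampicillin broth; 0% = DMSO wells and 100% = ciprofloxacin 0.95 µg/ml wells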
MOR-DOR ag: agonists of OPRM1-OPRD1 heterodimerization, primary screen, cell-based, luminescence; Mu-type opioid receptor (Homo sapiens) + Delta-type opioid receptor (Homo sapiens), …; cells; activation, % at 9.3 µM; actives 0.3% (n = 340,000); AID 504326, 2011; in the data active means activation above about 18%;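 further: 0% = vehicle-treated cells and 100% = reference agonist; values of inactives mirror those of a sister screen read the other way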
Pemphigus Ab inh: inhibitors of pemphigus antibody binding to DSG3, primary screen, biochemical, bead-based, flow cytometry, scFv-GFP; binding (percent of control), % at 10 µM; actives 0.48% (n = 310,000); DSG3-coupled beads, scFv-anti-DSG3-GFP binding; active compounds read low;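 active means binding more than 3 SD below its plate's average and above zero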;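 further: hits lower antibody fragment binding to DSG3; some compounds called inactive have numbers as strong as hits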
Tat transport: E. coli Tat export inhibitors, primary screen, MC4100, TorA-mCherry reporter, fluorescence, single point; inhibition, % at 10 µM; actives 0.036% (n = 340,000);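 active means mean replicate inhibition at least 50% and at least half of replicates individually reaching 50%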;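 further: exported cargo escapes ClpAP degradation while cytoplasmic cargo is degraded and loses fluorescence; 0% = median of neutral control wells and 100% = median of NaSCN control wells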
An asterisk follows results filed as active; · = not tested or not shown.

SMILES	AddAB inh	PfHsp90 set2	PKA-R1A activ	Mot1-301 SUMO	Arrestin-AP2 inh	phage Ecoli inh	OPRM1-OPRD1 inv	Ecoli viability	MOR-DOR ag	Pemphigus Ab inh	Tat transport
Cc1ccc(CNC(=O)C2CCN(S(=O)(=O)c3cccs3)CC2)cc1	5.4	5	-2	-27	16	4.9	-1	0.8	0.1	·	-2
COCC(=O)N(C)C1(c2nnnn2CCOC(=O)Nc2ccc(Cl)cc2)CCCC1	0.1	14	0	-15	4	-0.1	6	-0.6	-1.1	103	-7
COc1cc(OC)cc(-c2nnc(NC(=O)Cc3ccc(F)cc3)o2)c1	-2.4	-15	2	-10	24	0.0	8	-5.2	-1.6	97	-7
COc1ccc(C2(CNC(=O)c3ccc(OC)c([N+](=O)[O-])c3)CCOCC2)cc1OC	1.2	·	-15	103	-10	3.5	8	-3.7	-1.8	110	-10
COc1ccc(CNC(=O)COC(=O)C2CC2C)cc1OC (stereo unspecified)	-5.1	-21	3	-10	-5	1.5	-32	-2.8	5.0	104	9
CC(=O)c1cccc(NS(=O)(=O)c2cc(-c3cnc(C4CC4)o3)ccc2C)c1	1.8	-3	-8	4	-1	4.8	2	1.1	-0.4	128	2
COc1cc2c(cc1OC)C(c1ccccc1)N(C(=O)c1cccc(S(C)(=O)=O)c1)CC2 (stereo unspecified)	3.3	3	6	4	-10	0.6	-4	-0.4	0.5	128	4
O=C(Nc1nnc(SCC(=O)N2CCOCC2)s1)C1CC(=O)N(c2ccccc2)C1 (stereo unspecified)	4.7	-11	-5	193	-1	-0.4	-2	-2.1	0.3	117	-5
CC1CC(C)CN(c2nc3c(c(=O)n(C)c(=O)n3C)n2CCSc2ncccn2)C1 (stereo unspecified)	-3.7	3	4	39	1	1.8	13	-1.7	-2.1	100	5
O=C(/C=C/Nc1ccccc1)c1ccccc1	-0.7	-13	8	·	2	3.0	-10	-1.7	1.7	105	-4
CCOc1cc(NC(=O)C2CCCO2)c(OCC)cc1NC(=O)C1CC1 (stereo unspecified)	1.0	-49	-12	-5	3	0.9	-4	0.8	0.8	107	-1
O=C(COc1cccc(F)c1)Nc1nc(-c2cccnc2)cs1	-2.6	-25	12	7	12	-0.8	3	-1.8	-0.9	·	-1
Cc1ccc(NC(=O)C2CC(=O)N(C(C)c3ccccc3)C2)cc1 (stereo unspecified)	0.0	-8	-1	94	-11	-0.4	14	0.3	-3.4	·	12
CCN(CC)c1ccc(C=Nc2cc(C)cc(C)c2)c(O)c1	3.1	2	-3	-1	19	2.1	12	0.9	-2.5	105	-3
c1ccc2c(Nc3nc(N4CCOCC4)c4ccccc4n3)cccc2c1	2.2	-10	-5	-6	5	4.2	-22	-0.6	3.2	107	7
Cc1ccc(S(=O)(=O)Nc2ccc(C(OC(=O)c3ccccc3[N+](=O)[O-])(C(F)(F)F)C(F)(F)F)cc2)cc1	2.1	0	-10	5	33	2.4	-10	0.6	1.9	131	8
CCOC(=O)Nc1sc2c(c1C(=O)OCC)CCC2	0.3	9	-13	12	0	3.3	-16	1.4	3.8	102	-6
Cc1ccc(C)c(NC(=O)CCN2CC(C)CC(C)C2)c1 (stereo unspecified)	0.4	10	-5	2	0	1.7	8	-0.9	-1.6	109	-9
O=C(CSc1nnc(-c2ccc(F)cc2)o1)c1ccc2c(c1)OCCO2	2.2	-2	-2	-12	7	1.6	-2	1.2	0.3	105	2
CCc1ccccc1NC(=O)CC(O)(C(=O)OC)C(F)(F)F (stereo unspecified)	2.6	0	4	-3	-5	0.9	8	0.8	-1.4	100	3
CCCN(CCC)CCNC(=O)C(NS(=O)(=O)c1ccc2c(c1)CCC(=O)N2)c1ccccc1 (stereo unspecified)	3.0	3	-10	13	17	·	-1	-2.0	0.2	·	-4
N#Cc1nc(Cc2ccccc2)oc1NCCN1CCOCC1	2.9	-21	2	-16	0	2.2	8	1.1	-1.4	102	1
CCOC(=O)c1ccc(NC(=O)CSc2nnc(Cn3c(=O)sc4ccccc43)n2C)cc1	4.3	-6	7	-19	-5	0.1	9	1.7	-1.7	113	-2
O=C1NC(Cc2c[nH]c3ccccc23)C(=O)N1Cc1cccc2ccccc12 (stereo unspecified)	4.0	·	7	1	26	4.2	-10	-0.1	1.6	93	3
O=C(O)CCn1c(SCc2cc(=O)n3ccccc3n2)nc2ccsc2c1=O	0.2	11	-1	146	10	3.7	6	0.8	-1.1	101	-4
COc1ccccc1-c1c(C)nn2c(N3CCN(Cc4ccccc4)CC3)cc(C)nc12	-2.3	0	-11	11	14	1.9	-12	0.5	2.1	96	2
COc1ccc(C(=O)Nc2c(C(C)(C)C)nn(C)c2C(C)(C)C)cc1	0.2	14	-10	-5	24	2.7	10	0.7	-2.0	·	-6
O=C(Nc1ccc(N2CCOCC2)cc1)c1cc2c(s1)CCCC2	1.3	8	-10	3	6	7.1	-4	2.5	0.8	102	5
COc1ccccc1NS(=O)(=O)c1cccc(C(=O)N/N=C/c2ccc(NC(C)=O)cc2)c1	0.8	-12	-12	-6	-8	0.6	2	0.2	-0.4	98	-3
CCN(C(=O)c1cc2c(=O)n3cccc(C)c3nc2n1CCCOC)C1CCCCC1	2.2	-4	-10	3	28	1.4	3	-1.6	-0.7	101	11

Some of the entries above, set out differently:
> COc1ccccc1NS(=O)(=O)c1cccc(C(=O)N/N=C/c2ccc(NC(C)=O)cc2)c1
  AddAB inh = 0.8	PfHsp90 set2 = -12	PKA-R1A activ = -12	Mot1-301 SUMO = -6	Arrestin-AP2 inh = -8	phage Ecoli inh = 0.6	OPRM1-OPRD1 inv = 2	Ecoli viability = 0.2	MOR-DOR ag = -0.4	Pemphigus Ab inh = 98	Tat transport = -3

> Cc1ccc(C)c(NC(=O)CCN2CC(C)CC(C)C2)c1 (stereo unspecified)
  AddAB inh = 0.4	PfHsp90 set2 = 10	PKA-R1A activ = -5	Mot1-301 SUMO = 2	Arrestin-AP2 inh = 0	phage Ecoli inh = 1.7	OPRM1-OPRD1 inv = 8	Ecoli viability = -0.9	MOR-DOR ag = -1.6	Pemphigus Ab inh = 109	Tat transport = -9

Carrying on:
SMILES	AddAB inh	PfHsp90 set2	PKA-R1A activ	Mot1-301 SUMO	Arrestin-AP2 inh	phage Ecoli inh	OPRM1-OPRD1 inv	Ecoli viability	MOR-DOR ag	Pemphigus Ab inh	Tat transport
COc1cc(/C=C2\SC(=O)N(Cc3ccc(Cl)cc3)C2=O)cc([N+](=O)[O-])c1O	·	-93	2	·	6	4.8	10	·	-1.8	95	-5
NS(=O)(=O)c1ccc(CCNC(=O)CSc2ccc(Cl)cc2)cc1	2.9	3	5	-3	-1	-0.9	11	0.9	-2.1	100	-4
CC(C)(C)OC(=O)N1CCN(C(=O)c2ncn(Cc3ccccc3)c2C(=O)N2CCN(C(=O)OC(C)(C)C)CC2)CC1	0.5	17	-1	0	-7	2.5	4	-1.8	-0.7	106	-1
CCOc1cc(C2NC(=O)NC(C)=C2C(C)=O)cc(Cl)c1OCC(=O)O (stereo unspecified)	-0.2	20	2	64	3	1.3	16	0.4	-2.9	97	0
Cc1cc(=O)n2nc(N3CCCC(C(=O)NCCCN4CC(C)CC(C)C4)C3)sc2n1 (stereo unspecified)	4.0	-1	-5	53	3	1.6	9	-0.7	-1.7	99	-1
Cn1c(SCC(=O)NC2CCCC2)nnc1C(F)(F)F	-1.8	-2	-2	-7	8	2.6	8	-2.0	-2.2	102	-4
CC(C)CC(=O)Nc1ccc(Oc2ccc3c(c2)C(=O)NC3=O)cc1	1.0	10	-3	48	30	2.4	1	-1.0	-0.1	109	7
Cc1c(O)ccc(NC(=O)/C=C/c2ccccc2)c1C	0.2	4	-9	29	37	2.2	-1	-0.4	0.1	101	1
COc1ccc(N2CCN(C3CCCN(Cc4ccc(F)cc4)C3)CC2)cc1 (stereo unspecified)	-3.6	13	4	22	7	0.2	3	-2.5	-0.6	106	-9
CC1CCCCN1S(=O)(=O)c1ccc(S(=O)(=O)N2CCN(C)CC2)cc1 (stereo unspecified)	0.1	4	4	-1	3	-0.1	0	3.0	0.0	121	4
CNC(=S)N1N=C(c2ccc(OC)cc2)CC1c1ccccc1Cl (stereo unspecified)	-0.8	-10	8	-1	-17	1.1	8	-0.6	-1.6	112	-3
CCCCOC(=O)Nc1ccc(S(=O)(=O)Nc2cc(C)nc(C)n2)cc1	0.1	-1	-3	-9	21	-0.5	15	-0.3	-2.8	100	-13
Cc1onc(-c2c(Cl)cccc2Cl)c1C(=O)O/N=C(\C#N)c1c(Cl)cccc1Cl	1.6	12	8	-19	20	4.8	5	-2.6	-1.1	·	-6
COc1cccc(CCNc2ccc(N3C(=O)CC(C)C3=O)cc2[N+](=O)[O-])c1 (stereo unspecified)	2.3	12	-17	·	-6	1.1	2	-0.3	-0.4	86	-2
O=C(/C=C/c1ccccc1Cl)NCc1ccco1	-1.3	-10	9	3	6	2.5	3	0.5	-0.5	109	3
CC(/C=C/c1ccccc1)=N\NC(=O)c1ccc(Br)cc1	0.6	-2	9	7	-21	-0.5	-1	-4.0	0.2	108	0
Cc1cc2[nH]c3c4ccccc4nc(C)c3c2cc1C	·	24	-6	·	0	3.9	-172	·	35*	125	-3
Fc1ccc(CN2CCN(c3ncnc4scc(-c5ccc(F)cc5)c34)CC2)cc1	0.4	-9	-10	-3	-2	3.4	-18	0.4	4.1	98	14
Cc1sc2nc(CSC(C)C(=O)Nc3ccc(C#N)cc3)[nH]c(=O)c2c1C (stereo unspecified)	-0.8	·	-9	-15	-6	0.8	6	0.3	-1.1	109	5
CC12CCC(c3c(CO)nn(-c4ccccc4)c31)C2(C)C (stereo unspecified)	1.8	·	-1	-26	1	2.2	7	-1.1	-1.4	94	-1
CCN(CC)CCN(C(=O)c1cc2ccccc2cc1OC)c1nc2ccc(F)cc2s1	0.6	4	-8	-10	13	5.0	-32	0.1	6.1	106	2
CC12CCC(C(=O)Nc3cccc(Cl)c3)(C(Br)C1=O)C2(C)C (stereo unspecified)	2.9	-7	0	-1	-1	2.1	-13	-1.6	2.4	107	-3
CC(C)(C)[C@@H]1C=C(C(=O)O)O[C@H](OCCCCO)C1	2.4	12	-4	-11	3	2.1	12	-0.3	-2.1	99	8
